Assay outcomes (PubChem BioAssay)
HCMV antiviral: inhibitors of human cytomegalovirus. activity change, negative = inhibition, % at 57.5 µM. HFF cells, HCMV-luciferase reporter, 72 h; stronger effect = lower value. 410,000 tested, 4.5% active; in the data active = activity change below about -60%; inconclusive = no clear call, values can overlap the other calls; inactive = above about -39%
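Two-dose cell screen: HFF monolayers treated with compounds and infected with luciferase-expressing HCMV at 1 PFU/cell, 72 h at 37C, then lysed for luciferase measurement.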
AMA1 RON2 block: inhibitors of Plasmodium falciparum AMA1-RON2 interaction; AlphaScreen AMA1-biotinylated RON2 peptide binding; Potency, µM (top dose mostly 58.2 µM), for inactives: at the top dose activity change, negative = inhibition, usual class: inhibitors; 360,000 tested, 0.2% active; active = well fitted inhibition curve with a large enough effect; inconclusive = small, poorly fitted or top-dose-only effect; inactive = no such curve, though single readings can be large or run the other way;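 also: potency is read from the fitted curve at half-maximal effect; 0% = vehicle wells and -100% = peptide control; nearly all actives have a fitted effect of over 45% in size; some results filed as inactive show a strong effect at the top dose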
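AMA1 (3D7) with his tag at 25 nM final met compounds first, then biotinylated RON2 peptide at 25 nM; detection used donor plus acceptor beads, 10 µg/mL apiece, read by AlphaScreen after 30 min at room temperature.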
* hit, by the source's call; ? = inconclusive; [ ] = another dose, or the depositor's remark. Unless noted, % is scaled to controls: 0 for no effect and ±100 for the full control effect. This is a subset; rates above refer to the full screens.

SMILES	HCMV antiviral	AMA1 RON2 block
Cc1ccc(Cc2c(-c3ccc(F)cc3)nc3cc(C)ccn23)cc1	2	-26%
O=c1[nH]nc(N=Nc2c(O)[nH]c3ccc(F)cc23)c(=O)[nH]1	-12	124%[activator]
O=Nc1c2cc3ccccc3[nH]c-2c2ccccc12	65	15%
CN(CC(=O)Nc1ccc(Cl)cc1)CC(=O)Nc1sc2c(c1C(N)=O)CCC2	18	105%[activator]
O=C(c1ccc(F)cc1)c1cccc(C(=O)c2ccc(F)cc2)n1	-14	-7%
COc1ccc(CN2C(=O)C(CC(=O)NCCc3ccccn3)CC(C(=O)N3CCCCCC3)=C2C)cc1 (centres undefined)	11	41%[activator]
COc1cc(C(=O)N2Cc3cc4ccccc4nc3C2C)cc(OC)c1OC (centres undefined)	-18	9%
COCc1ccc(C(=O)N2CCCC(N(C)CCc3ccccc3)C2)s1 (centres undefined)	3	6%
COc1ccc(Cn2c(=O)oc3ccccc32)cc1	6	0%
COC(=O)c1ccc2nc(-c3cccc(Br)c3)c(Cc3ccccc3)n2c1	4	6%
Cc1ccc(Cc2c(-c3ccc(F)cc3)nc3ccc(Cl)cn23)cc1	14	-3%
CC(=O)Nc1ccc(C=NNC(=O)C2CC2)cc1	4	?
O=C(Nc1ccc(C(=O)O)cc1)/C(=C\c1ccc([N+](=O)[O-])cc1)NC(=O)c1ccco1	14	-5%
COCCNc1nc(Oc2cccc3ccccc23)c2sccc2n1	-9	-6%
Cc1ccc(C(=O)COC(=O)CN2C(=O)C3CC=CCC3C2=O)cc1C (centres undefined)	-15	25%
Clc1ccc(-c2nc3ccc(Cl)cn3c2Cc2ccccc2)cc1	45	-13%
CCOC1=C2[C@@H](CN(S(=O)(=O)c3ccc(C)cc3)[C@H]2c2ccccc2Cl)[C@H]2C(=O)N(C)C(=O)[C@H]2C1	7	2%
[N-]=[N+]=NC(c1ccccc1)C(NC(=O)c1cc(C(F)(F)F)cc(C(F)(F)F)c1)c1ccccc1 (centres undefined)	?	2%
Cc1c(NC(=O)c2nn(C)c(=O)c3ccccc23)c(=O)n(-c2ccccc2)n1C	7	0%
C#CCCC[C@@H]1OC(=O)CNC(=O)C([C@@H](C)CC)NC(=O)[C@@H]2CCCN2C(=O)C([C@@H](C)CC)OC(=O)[C@H](Cc2ccccc2)N(C)C(=O)[C@H](C(C)C)NC(=O)C1(C)C (some centres undefined)	?	38%[activator]
O=C(NCCN1CCOCC1)c1ccc(NC(=O)c2ccc(Br)o2)cc1	-1	0%
COc1ccc(SC2=C[C@@]3(O)CC[C@@H](O)[C@@](Sc4ccc(OC)cc4)(C2=O)[C@H]3O)cc1	-18	-12%
CCN1CCN(C(CCc2ccccc2)C(=O)NC2CCCCC2)CC1 (centres undefined)	2	7%
CCCCCCn1c(=O)n2n(c1=O)C[C@]1(OC(=O)Nc3c(C)noc3C)CN(S(=O)(=O)c3ccc(C)cc3)C[C@]1(O)C2	-27	10%
CCNC(=O)C1(C)CCCN(C(=O)c2nc(C)oc2C)C1 (centres undefined)	29	-3%
CN(C)c1ccc(C(=O)C(=O)N2CCN(c3ccccc3)CC2)cc1	5	-13%
C[C@H](CO)N1C[C@H](C)[C@H](CN(C)S(=O)(=O)c2cccs2)Oc2ncc(-c3cc4ccccc4o3)cc2C1=O	-1	-4%
CCCS(=O)(=O)NC(=O)C1(C)CCN(C(=O)c2sccc2C)C1 (centres undefined)	17	10%
C=CCn1c(SCC(=O)NCC(c2ccccc2)N(C)C)nc2sc3c(c2c1=O)CCC3 (centres undefined)	?	-11%
COc1ccc(CNC(=O)c2ccc3nc(C)c(N(C)Cc4ccc(NC(C)=O)cc4)n3c2)cc1	-18	5%
S=c1[nH]nc(-c2ccco2)n1-c1ccc(Br)cc1	-6	70%[activator]
Cc1ccc(CNc2nc(NCC3CC3)nc3ccsc23)c(C)c1	-77*	?
O=C(Nc1ccc(Cl)c(Cl)c1)N[C@@H]1CC[C@@H](CCn2cc(C3CCCCC3)nn2)O[C@@H]1CO	31	1%
CCCNC(=O)C1(C)CCN(C(=O)C2(c3ccc(Cl)cc3)CCCC2)C1 (centres undefined)	-3	6%
CN(C)c1ncnc2c1C(c1ccccc1)C(C)(C)O2 (centres undefined)	-5	7%
Cc1ccc(S(=O)(=O)CCOC(=O)CNC(=O)OCc2ccccc2)cc1	-16	2%
CC(=O)N(C)[C@H]1C[C@@H](c2ccccc2)N(C(C)=O)C[C@H]1CO	-5	16%
CC(=O)Nc1ccc(CN2C(=O)C(C)ON=C2c2ccccc2-c2ccco2)cc1 (centres undefined)	37	7%
O=C(NCCCN1CCCC1=O)C(=O)NCC1OCCCN1S(=O)(=O)c1ccccc1 (centres undefined)	-15	2%
CCn1c(SCC(=O)N2CCC(C)CC2)nc2c([nH]c3ccccc32)c1=O	-10	10%

Next section
SMILES | HCMV antiviral | AMA1 RON2 block
COCCCNC(=O)C[C@@H]1C[C@@]2(C(=O)OC)CC(C)(C)CC=C2N(Cc2ccco2)C1=O | -9 | 0%
COc1ccc(-c2nc3c(C)cc(Br)cn3c2Cc2ccsc2)cc1OC | 2 | -28%
COc1ccc(CN2C(=O)CCCC2(C)c2nc3ccccc3[nH]2)cc1 (centres undefined) | -6 | -7%
COc1cc(OC)nc(Oc2ccccc2/C=N/O)n1 | 21 | 38%[activator]
CC(=O)Nc1cc(-c2ccccc2CN(C)C)cn2c(-c3ccc(C(C)=O)cc3)cnc12 | -11 | -7%
O=C(NN=Cc1cccc(O)c1O)c1ccccc1 | -94* | 8%
Cc1ccc2c(Cl)c(C(=O)NCCCN3CCOCC3)sc2c1 | 48 | -6%
O=C(Nc1ccc(F)c(Cl)c1)c1cc(C2CCCCN2C(=O)C2CC2)on1 (centres undefined) | 10 | -1%
O=C(CNS(=O)(=O)Cc1ccccc1)NNc1ccccc1 | 4 | 4%
CCOC(=O)C[C@@H]1OC[C@H](Cc2ccccc2)N1S(=O)(=O)c1ccc(C)cc1 | 22 | 6%
Cc1ccc(C2=NOC(c3nnc(-c4ccccc4)o3)C2)cc1 (centres undefined) | -14 | 47%[activator]
Cc1ccc(C2=NOC(=O)/C2=C\c2ccccc2)cc1 | 8 | -17%
O=C1NC(=O)N(c2ccc(Cl)cc2)C(=O)/C1=C/c1ccc2c(c1)CCN2Cc1ccccc1Cl | -23 | -7%
CC(=O)OC1CCC2(C)C(=CCC3C2CCC2(C)C3CC3ON=C(C)C32)C1 (centres undefined) | -24 | 7%
C[C@H]1Cn2cnc(C(=O)Nc3cccc(Cl)c3)c2C(=O)N1 | -14 | 115%[activator]

An excerpt from the list above, as a working copy:
SMILES | HCMV antiviral | AMA1 RON2 block
Cc1ccc(C2=NOC(c3nnc(-c4ccccc4)o3)C2)cc1 (centres undefined) | -14 | 47%[activator]
Cc1ccc(C2=NOC(=O)/C2=C\c2ccccc2)cc1 | 8 | -17%
O=C1NC(=O)N(c2ccc(Cl)cc2)C(=O)/C1=C/c1ccc2c(c1)CCN2Cc1ccccc1Cl | -23 | -7%
CC(=O)OC1CCC2(C)C(=CCC3C2CCC2(C)C3CC3ON=C(C)C32)C1 (centres undefined) | -24 | 7%
C[C@H]1Cn2cnc(C(=O)Nc3cccc(Cl)c3)c2C(=O)N1 | -14 | 115%[activator]

Individual results from the entries so far.
Value for `Cc1ccc(C(=O)COC(=O)CN2C(=O)C3CC=CCC3C2=O)cc1C` (centres undefined) under HCMV antiviral: -15
Value for `CC(=O)Nc1ccc(CN2C(=O)C(C)ON=C2c2ccccc2-c2ccco2)cc1` (centres undefined) under AMA1 RON2 block: 7%
Value for `Cc1ccc(CNc2nc(NCC3CC3)nc3ccsc23)c(C)c1` under HCMV antiviral: -77*

Next part:
SMILES | HCMV antiviral | AMA1 RON2 block
CC(O)(c1ccc(F)c(F)c1)c1nc(-c2cccc(C#N)c2)cs1 (centres undefined) | 4 | 11%
O=C1NC[C@H](Cc2ccc(O)cc2)N(C[C@@H]2CCCN2C[C@H](Cc2ccccc2)N2C[C@H](Cc3ccc(O)cc3)N(CCc3ccccc3)C(=O)C2=O)C1=O | -9 | -12%
COc1ccc(CC(N)c2csc(NC(=O)Nc3ccccc3C(C)C)n2)cc1 (centres undefined) | 0 | 68%[activator]
Cc1ccc(OCc2cc(C(=O)N(C)Cc3cnn(C)c3)no2)cc1C | 36 | -4%
Cc1cccc(N=C2CCCC2C(=O)Nc2cccc(C)c2C)c1C (centres undefined) | -5 | -12%
O=C(O)C(Cl)(Cl)Cl | -12 | -1%
O=C(Nc1ccc(F)cc1)C(c1cccc(F)c1)N1CCN(C(=O)c2ccco2)CC1 (centres undefined) | 0 | 0%
Cc1n[nH]c(=O)n(N=Cc2cccs2)c1=O | 0 | 7%
C[C@@H]1CCCCO[C@@H](CN(C)Cc2ccc(C(F)(F)F)cc2)[C@@H](C)CN([C@H](C)CO)C(=O)c2cc(N(C)C)ccc2O1 | -7 | -26%
CCCCOCCCNC(=O)C[C@@H]1C[C@@]2(C(=O)OC)CC(C)(C)CC=C2N(CCc2ccc(OC)c(OC)c2)C1=O | 21 | -5%
OC[C@@H](O)[C@@H](O[C@@H]1O[C@H](CO)[C@H](O)[C@H](O)[C@H]1O)[C@H](O)[C@@H](O)CO | ? | 8%
OC(c1ccc2c(c1)OCO2)c1ncc(-c2cccc(C(F)(F)F)c2)[nH]1 (centres undefined) | -13 | 10%
CCN1C(=O)[C@H]2[C@@H](c3ccc(C(F)(F)F)cc3)N[C@]3(CCCN(CC4CCCCC4)C3=O)[C@H]2C1=O | -2 | 0%
COCCNC(=S)N1Cc2ccccc2-n2nncc2C1 | 15 | 13%
Cc1ccc(S(=O)(=O)Nc2ccc3c(c2)C(=O)N([C@H](C)CO)C[C@H](C)[C@@H](CN(C)C(=O)NC2CCCCC2)OCCCC[C@@H](C)O3)cc1 | -63* | 8%
CC1=C(C(=O)N(C)C)CC(CC(=O)NC(c2ccccc2)c2ccccc2)C(=O)N1Cc1ccccc1 (centres undefined) | -16 | 4%
c1cnc2ccc3c(c2c1)COCO3 | -21 | -4%
Cc1cn([C@H]2C[C@H](O)[C@@H](CNCc3cc(Cl)ccc3OCc3ccc(Cl)cc3)O2)c(=O)[nH]c1=O | -21 | -8%
O=C(NC(c1ccc(Cl)cc1)c1cnccn1)C1CCN(Cc2ccc(Cl)cc2)CC1 (centres undefined) | 18 | -2%
CCOC(=O)C1(c2ccccc2)CCCNC1=O (centres undefined) | -8 | 0%
O=[N+]([O-])c1ccc(C=NN=Cc2ccc([N+](=O)[O-])cc2)cc1 | -9 | 1%
O=C(NCCN1CCC(n2c(=O)[nH]c3ccccc32)CC1)c1ccccc1Cl | -2 | -3%
NC(=S)c1ccc(OCCCc2ccccc2)cc1 | 2 | 75%[activator]
O=C1C=CC(n2cc(F)c(=O)[nH]c2=O)O1 (centres undefined) | -32 | 16%
CC1(C(=O)N2Cc3ccccc3C2)CCN1C(=O)C1(c2ccccc2)CC1 (centres undefined) | -23 | 0%
Cc1n[nH]c(C)c1NC(=O)CN1CCN(S(=O)(=O)c2ccc(C(F)(F)F)cc2)CC1 | ? | ?
Cc1cc(NC(=O)CCC(=O)N(CC2CCCO2)C(C(=O)NC2CCCC2)c2ccccc2C)no1 (centres undefined) | -1 | 2%
CN(C)c1ccc(-c2ccnc3c2CC(C)(C(=O)NCc2ccncc2)O3)cc1 (centres undefined) | -16 | -17%
Cc1cc(/C=C2\SC(=S)N(C)C2=O)c(C)n1-c1ccccc1O | 0 | -17%
COCCNC(=O)C1(C)CCCN(C(=O)c2ccc(C(=O)OC)cc2)C1 (centres undefined) | -35 | 12%
C=CCOc1ccccc1CNn1c(C)n[nH]c1=S | ? | 99%[activator]
O=C1CC(c2ccccc2)C(=O)N2C(=O)CC(c3ccccc3)C(=O)N12 (centres undefined) | -27 | 30%
CC(=O)c1cccc(NC(=O)C2Cc3c(-c4cccc(F)c4)ccnc3O2)c1 (centres undefined) | -33 | 10%
CCOC(=O)C1=C(COC(=O)CNS(=O)(=O)c2ccc(NC(C)=O)cc2)NC(=O)NC1C (centres undefined) | -13 | 23%
Nc1nc(-c2ccccc2)nc(-c2ccccc2O)n1 | 76 | 1%
CCOC(=O)C1(C)CCCN(C(=O)c2ccccc2)C1 (centres undefined) | -12 | -15%
COc1ccc(OC(=O)N(C)C[C@H]2OCc3cnnn3CCCC(=O)N([C@H](C)CO)C[C@H]2C)cc1 | 7 | 0%
CC(C)C[C@H]1CN(CCCC[C@@H]2CNC(=O)C(=O)N2CC2CCCCC2)C(=O)C(=O)N1CC1CCCCC1 | -10 | 1%
c1ccc(Cc2nnc3sc(-c4ccc5c(c4)OCO5)nn23)cc1 | 25 | 5%
CC1(C(=O)NS(=O)(=O)c2ccccc2Cl)CCN1C(=O)c1cccc(F)c1 (centres undefined) | 23 | 6%
CCOC(=O)N1CCC(NC(=O)C2CCC(Cn3c(=O)[nH]c4ccccc4c3=O)CC2)CC1 (centres undefined) | 50 | -9%
CCc1ccc(CCC(=O)N2CCN(S(=O)(=O)c3ccc(Br)cc3)CC2)cc1 | 19 | -5%
